Screening data deposited in PubChem BioAssay by National Center for Advancing Translational Sciences (NCATS).
AID inhibitor: blocks human AID cytidine deaminase activity. AID deamination FRET fluorescence, UDG-coupled, 4 h. Potency, µM (highest dose often 115 µM), for inactives: top-dose activity change, negative = inhibition, most hits filed as inhibitors. 0.32% of 91,000 active. AID 1347428; note: nearly all actives have a fitted effect of over 25% in size
Target sequence (Q9GZX7 whole entry, looked up): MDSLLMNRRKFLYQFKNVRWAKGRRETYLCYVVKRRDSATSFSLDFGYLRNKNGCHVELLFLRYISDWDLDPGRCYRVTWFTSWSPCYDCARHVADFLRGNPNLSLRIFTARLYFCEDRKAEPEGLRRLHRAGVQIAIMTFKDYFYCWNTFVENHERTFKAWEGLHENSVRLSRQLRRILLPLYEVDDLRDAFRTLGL
UDG counter: UDG inhibition counter-screen; FRET deamination/UDG coupled assay, UDG read, 4 h; Potency, µM (doses to about 115 µM), without a hit: top-dose activity change, negative = inhibition, most hits filed as inhibitors; 0.14% of 91,000 active; AID 1347430; note: nearly all actives have a fitted effect of over 65% in size
An asterisk follows results filed as active; ? = inconclusive; & = joins results of further samples; [ ] = remark or other dose. Calls come from the whole dose curve; as a rule, active = well fitted curve in the direction sought with a large enough effect; inconclusive = small, poorly fitted or top-dose-only effect, or another doubt; inactive = no such curve, though single readings can be large; an effect the other way counts as inactive or inconclusive. % is set by controls: 0 for no effect and ±100 for the full control effect; potency is the fitted concentration of half-maximal effect.

SMILES	AID inhibitor	UDG counter
CCOC(=O)Cn1c(C2CC(=O)N(c3ccc(C)cc3)C2)nc2ccccc21 (stereo not given)	?	?
CCCCn1c(=O)[nH]c(=O)c2c1nc(CCc1ccccc1)c(=O)n2C	-7%	-6%
NC(=O)c1ccc(CN(C(=O)Cc2cccs2)C2CC2)cc1	10%	-5%
CS(=O)(=O)Cc1cccc(C(=O)Oc2ccc(C34CC5CC(CC(C5)C3)C4)cc2)c1	-11%	-2%
Cc1cccc(N2CCN(S(=O)(=O)c3ccc4c(c3)CCCN4C(=O)C3CCC3)CC2C)c1 (stereo not given)	-6%	-7%
Cc1nc(N2CCOCC2)c2c(C(=O)N(C)Cc3ccccc3)c(C)oc2n1	-4%	-5%
Cc1cc(C)cc(OCC(=O)N2CCC(NC(=O)c3ccccc3)CC2)c1	-12%	-2%
CCOc1cc(C(=O)NNC(=S)NCCCOC)cc(OCC)c1OCC	0%	-4%
COC(=O)c1ccccc1NC(=O)CCc1c(C)nc2c(c(C)nn2-c2ccccc2)c1C	-1%	-19%[57.5 µM]
Cn1c(=O)c2c(nc(SCC(=O)Nc3ccc(F)cc3)n2Cc2ccccc2)n(C)c1=O	-19%&1%	-8%&-4%
CCOc1ccc(OCC)c(NC(=O)Cn2ncc3c4ccccc4n(Cc4ccccc4)c3c2=O)c1	1%	-7%[57.5 µM]
N#Cc1ccc(NC(=O)COCc2cc(-c3ccc4c(c3)OCO4)on2)cc1	11%	15%
Cn1c(=O)c2nc(SCC(=O)Nc3cc(Cl)ccc3Cl)n(C)c2n(C)c1=O	-6%	0%
Cc1ccc(N2CCN(C(=O)c3c(C)oc4nc(C)nc(N5CCCC5)c34)CC2)c(C)c1	?	-9%&-6%
CCCC(O)c1nc2ccccc2n1CCCOc1ccc(Cl)cc1 (stereo not given)	0%	-12%
CCc1ccc(CNC(=O)C2COc3ccc(OC)cc3C2)cc1 (stereo not given)	-20%	-10%
CCc1cccc(NC(=O)CSc2nc3c(=O)[nH]cnc3n2CC)c1	1%	-2%
COc1ccccc1CNC(=O)CCc1c(C)nn(-c2ccc(N3CCOCC3)nn2)c1C	5%	9%
C=CCSC1=N/C(=C\c2c(C)cc(C)cc2C)C(=O)S1	-8%	1%
O=C(O)c1ccccc1-c1ccccc1C(=O)O	1%	-8%
COc1ccccc1N1CCN(c2csc3ccc(Cl)cc3c2=O)CC1	1%	-5%
COc1ccc(NC2=NC(C(=O)Nc3ccc(C)c(C)c3)CC(=O)N2)cc1 (stereo not given)	9%	4%
O=C(NN1CCOCC1)c1ccn(COc2ccc(F)c(Cl)c2)n1	3%	10%
Cc1ccc2c(N)cccc2n1	28%	-2%
COc1ccc(CNC(=O)c2cc(Cl)ccc2NC(=O)C2=C(C)OCCS2)cc1	0%	-3%

Ordered by formula weight (ascending): part of the list above.
SMILES	AID inhibitor	UDG counter
O=C(O)c1ccccc1-c1ccccc1C(=O)O	1%	-8%
CCc1ccc(CNC(=O)C2COc3ccc(OC)cc3C2)cc1 (stereo not given)	-20%	-10%
CCCCn1c(=O)[nH]c(=O)c2c1nc(CCc1ccccc1)c(=O)n2C	-7%	-6%
O=C(NN1CCOCC1)c1ccn(COc2ccc(F)c(Cl)c2)n1	3%	10%
Cc1cc(C)cc(OCC(=O)N2CCC(NC(=O)c3ccccc3)CC2)c1	-12%	-2%
COc1ccccc1N1CCN(c2csc3ccc(Cl)cc3c2=O)CC1	1%	-5%
Cc1ccc(N2CCN(C(=O)c3c(C)oc4nc(C)nc(N5CCCC5)c34)CC2)c(C)c1	?	-9%&-6%

The main list resumes; the five compounds before the break are reprinted first.
SMILES	AID inhibitor	UDG counter
COc1ccccc1N1CCN(c2csc3ccc(Cl)cc3c2=O)CC1	1%	-5%
COc1ccc(NC2=NC(C(=O)Nc3ccc(C)c(C)c3)CC(=O)N2)cc1 (stereo not given)	9%	4%
O=C(NN1CCOCC1)c1ccn(COc2ccc(F)c(Cl)c2)n1	3%	10%
Cc1ccc2c(N)cccc2n1	28%	-2%
COc1ccc(CNC(=O)c2cc(Cl)ccc2NC(=O)C2=C(C)OCCS2)cc1	0%	-3%
C=C1C2(C(=O)N/N=C/c3ccccc3Cl)CCC(C2)C1(C)C (stereo not given)	-2%	-1%
CCn1c(C(=O)NCCc2ccc(S(N)(=O)=O)cc2)cc2sc(Cl)cc21	10%	2%
CN(Cc1ccccc1)S(=O)(=O)c1ccc(F)c(C(=O)Nc2cc(Cl)cc(Cl)c2)c1	?	-13%
O=[N+]([O-])c1cccc(/C=N/c2nc3c(s2)CCCC3)c1	0%	-5%
COc1cc(C2CC(=O)Nc3c2c(=O)n(C)c2ncnn32)cc(OC)c1OC (stereo not given)	-9%	-6%
CCC(=O)Nc1ccc(C(C)NCc2cccs2)cc1 (stereo not given)	1%	5%
CC1CCCN(S(=O)(=O)c2cc(C(=O)NCc3ccccc3Cl)n(C)c2)C1 (stereo not given)	-22%	-10%
Cc1cccc(COC(=O)C2=NN(C3CCS(=O)(=O)C3)C(=O)CC2)c1 (stereo not given)	-4%	-2%
CC(Sc1ncnc2nc[nH]c12)C(=O)NCc1ccc(Cl)cc1 (stereo not given)	-6%	28%
Cc1ccc2nc(C)c(C(=O)N3CCN(S(=O)(=O)c4cc(F)ccc4F)CC3)cc2c1	-7%	-9%
COc1ccc2oc(-c3cccc(NC(=O)c4ccc(Br)o4)c3)nc2c1	60%[activator]	5%
COc1ccc(/C=C2\Oc3cc(OS(=O)(=O)c4ccc(C)cc4)ccc3C2=O)c(OC)c1	-11%	-1%
CCCC1=Nc2cc(C(=O)NCCc3ccc(OCC)cc3)ccc2Sc2ccccc21	-28%	-2%
CCOc1ccc(CC(=O)Nc2ccc3nc(N4CCCCC4)cc(C)c3c2)cc1OCC	4%	-22%[57.5 µM]
COc1ccc2cnn(CC(=O)Nc3ccccc3)c(=O)c2c1OC	-1%	4%
COc1ccc(C)cc1NC(=O)C1CCN(S(=O)(=O)c2cc(Br)cc3c2N(C(C)=O)CC3)CC1	-11%	-15%[57.5 µM]
Cn1c(SCC(=O)c2ccc(F)cc2)nnc1-c1ccccc1Br	?	-15%
Cc1ccc(NC(=O)c2c(N3CCCC3=O)c3cc(C)ccc3n2C)c(C)c1	34%[activator]	5%
Cc1ccc(N/N=C/C(Br)=C/c2ccccc2)cc1Cl	12%	-9%
Nc1cccc(OCC(F)(F)F)c1	0%	-8%
Cc1c(CNC(C)CCc2ccccc2)c(C(=O)O)c(C)n1Cc1ccc(F)cc1Cl (stereo not given)	-17%	0%
O=C(Nc1ccc2nc(SCC(=O)N3CCCC3)sc2c1)c1ccccc1	1%	-1%[57.5 µM]
O=C(/C(=C/c1ccc(O)cc1)c1nc2ccccc2s1)c1ccccc1	11%	-2%
CC1Sc2ccc(S(=O)(=O)NC3CCN(Cc4ccccc4)CC3)cc2NC1=O (stereo not given)	3%	17%
Cc1ccc(C)c(N2CCN(c3nc4ccccc4c4nc(CCn5nc(C)cc5C)nn34)CC2)c1	0%	4%
(next part)
SMILES	AID inhibitor	UDG counter
Cc1c(NC(=O)c2cc3ccccc3o2)cccc1-c1nc2ccccc2o1	9%[57.5 µM]	2%[57.5 µM]
CCc1ccc(NC(=O)c2sc3nc(C)c(C(=O)Nc4ccc(C)cc4C)c(-c4ccco4)c3c2N)cc1	56%[activator]	-7%
C=C(C)COc1ccc(NC(C)=O)cc1	-3%	-4%
Cc1ccc(CNC(=O)c2scnc2C)cn1	-1%	-7%
COc1ccc(NC(=O)CCc2c(C)nc3c(c2C)c(=O)n(C)c(=O)n3C)cc1OC	55%[activator]	10%
CC(=O)c1cccc(NS(=O)(=O)c2cc3c(cc2C)N(C(C)=O)CCO3)c1	1%	6%
COc1ccc(-c2nc(CS(=O)CC(=O)NCc3ccccc3)c(C)o2)cc1 (stereo not given)	3%	-6%
COc1ccc(NC(=O)CSc2nnc(-c3nonc3NC(C)=O)n2-c2ccccc2)cc1	0%	6%
CNCc1cc(C)ccc1OC	6%	4%
COc1ccccc1Nc1nn2c(=O)c3ccc(C(=O)NCCC4=CCCCC4)cc3nc2s1	-11%	-6%
CN(C)CCN(Cc1cccc(F)c1)C(=O)c1cccc(S(C)(=O)=O)c1	-1%	3%
COc1ccc(CCNC(=O)c2c3c(nc4ccccc24)C(=O)N(C2CCCCC2)C3)cc1OC	9%	-5%
Cc1nn(-c2ccccc2)c2sc(C(=O)Nc3cccc(Br)c3)cc12	-9%[57.5 µM]	-14%[57.5 µM]
Cc1nc2cc(NC(=O)c3ccc(F)cc3)ccc2o1	-1%	-6%
Cc1ccccc1OCc1nc2c3cnn(-c4cccc(F)c4)c3ncn2n1	-13%	-1%
CC1=C(C(=O)Nc2ccccc2)C(c2ccncc2)n2nc(SCc3ccccc3F)nc2N1 (stereo not given)	-5%	7%
Cc1ccc(N2CC(NC(=O)c3cc4ccccc4o3)CC2=O)cc1C (stereo not given)	3%	5%
CCOc1cc(C(=O)N(C)Cc2cc3cc(OC)ccc3[nH]c2=O)cc(OCC)c1OCC	-5%	5%
O=c1c2cc3c(cc2nc2sc(Nc4ccccc4)nn12)OCO3	159%[activator]	-17%
O=C(c1cccnc1)N(Cc1cccs1)C1CC1	4%	2%
O=C(NCCc1ccccc1)C1(c2cccs2)CCOCC1	5%	-4%
O=C(NCc1ccccc1)c1ccc(Cn2cnc3ccccc3c2=O)cc1	-5%	-4%
O=C(Nc1cc(-c2nc3ccccc3o2)ccc1Cl)c1ccc(Br)o1	127%[activator]	-2%
CC(C)NC(=O)c1cccc2c1CCCN2CC(=O)NC(N)=O	18%	-3%
Cc1onc(-c2ccccc2)c1-c1nnc(CSc2nnnn2C2CCCC2)o1	-10%	6%
Next part.
SMILES	AID inhibitor	UDG counter
O=C(NC1CCC(c2ccccc2)CC1)c1ccc(Cl)nc1 (stereo not given)	-8%	-13%
Cc1cc(NC(=O)c2cc(-c3ccccc3C)nc3ccccc23)no1	8%	2%
O=C(c1nc(-c2cccnc2)no1)N1CCN(c2ccccc2)CC1	0%	-6%
Cn1c(=O)c2c(nc(SCC(=O)Nc3ccccc3)n2Cc2ccccc2F)n(C)c1=O	-2%	44%[activator]
COc1ccc(-c2nc(NC(=O)Cn3cnc4c3c(=O)n(C)c(=O)n4C)sc2C)cc1	5%	1%
N#CCCN(C(=O)COC(=O)c1ccccc1Sc1ccc(C(F)(F)F)cc1[N+](=O)[O-])c1ccccc1F	3%	4%
O=C(CCc1ccccc1)NCc1ccc2c(c1)CCN2C(=O)c1ccc(Cl)cc1	5%	?
Cc1ccc(NC(=O)c2cccc(NC(=O)N3CCSc4ncccc43)c2)cc1F	-5%	7%
CCCCn1c(=O)[nH]c(=O)c2c1nc(-c1csnn1)n2CCC(C)C	-10%	-4%
CC1CCN(S(=O)(=O)c2ccc3c(c2)N(CC(=O)NCc2ccccc2Cl)C(=O)CO3)CC1	15%	12%
Cc1cc(C)n(-c2nc3cc(Cl)ccc3nc2Nc2ccc(CC(=O)O)cc2)n1	?	-6%
CN(C)C(=O)CN1CCN(C(C(=O)O)c2c[nH]c3ccc(NC(=O)c4ccccc4)cc23)CC1 (stereo not given)	-6%	3%
CC(=O)c1c(C)[nH]c(C(=O)C(C)Cl)c1C (stereo not given)	0%	-5%
O=C(Oc1ccc2cc(Br)ccc2c1)C(c1ccccc1)c1ccccc1	-1%	-8%
Cc1ccc(C(=O)/C=C/c2cccc(C#N)c2)o1	-18%	-6%
CC1C(=O)CCN(C2CC2)C1C (stereo not given)	1%	0%
CCNc1sc(S(C)(=O)=O)nc1S(=O)(=O)c1ccc(C)cc1	-3%	-6%
O=C(O)Cc1ccc(NC2(c3ccccc3)C(=O)c3ccccc3C2=O)cc1	82%[activator]	12%
CCOC(=O)c1cnc2c(C)cccc2c1NCCc1ccc(OC)c(OC)c1	-25%	-4%
CCc1cccc(N2C(=O)N(Cc3c(F)cccc3Cl)c3ccccc3S2(=O)=O)c1	-3%	-1%
Cc1ccc(C(=O)OC2=C(C(=O)c3ccccc3)N(C)S(=O)(=O)c3ccccc32)cc1	4%	-2%
CN(Cc1cccc(C#N)c1)C(=O)c1cnc2ccccc2n1	21%	2%
COC(=O)c1ccc(NS(=O)(=O)c2c(C)c(C)cc(C)c2C)c(C)c1	0%	-3%
Cc1nc2nc(NC(=O)c3ccccc3F)[nH]n2c(=O)c1Cl	-4%	-1%
Cc1ccccc1NC(=O)CCc1c(C)nn(-c2ccc(N3CCCC3)nn2)c1C	-7%	2%
The listing continues:
SMILES	AID inhibitor	UDG counter
Cc1cccc2nc(-c3cccc(NS(=O)(=O)c4ccccc4)c3)cn12	6%	-10%
CCCCn1c(=O)c2sccc2n(CC(=O)N(CC)c2ccccc2)c1=O	-1%	-5%
CC(C)c1noc(CCC(=O)Nc2ccccn2)n1	0%	-3%
O=C(CCn1c(=O)c2cccn2c2cccnc21)NCc1ccc(Cl)cc1	0%	6%
Cc1ccc2nc(-c3ccsc3)c(Nc3ccc(Cl)cc3)n2c1	-11%	-12%
c1ccc(COC2C3COC(O3)C(OCc3ccccc3)C2OCc2ccccc2)cc1 (stereo not given)	-16%	-4%
COC(=O)c1ccc(NC(=O)CCOc2ccccc2)cc1	12%	1%[57.5 µM]
COc1cc(C(=O)NC2Cc3ccccc3C2)cc(OC)c1OC	-6%	-5%
Oc1ccc(-c2nc(-c3ccccc3)cs2)cc1	2%	2%
CCCCOc1ccc2cc(C(=O)N3CCC(C(N)=O)CC3)[nH]c2c1	-4%	2%
CCc1ccc(Nc2ccc3cc(S(=O)(=O)N4CCCC4)ccc3n2)cc1	-22%	-15%
CC(=O)c1ccc(NC(=O)Cn2cc(C(C)=O)c3ccccc32)cc1	-8%	-4%
COc1ccccc1CNC(=O)CCc1ncc(-c2ccccc2)o1	-2%	10%
Cc1ccc(NC(=O)CN2C(=O)CCc3cc(S(=O)(=O)N4CCOCC4)ccc32)c(C)c1	10%	-5%

These rows are one share of the data; count on the stated rates, not on these rows.
